# ALOX12 inh – Primary qHTS assay for inhibitors of human arachidonate 12S-lipoxygenase (ALOX12): Round 2 | Polyunsaturated fatty acid lipoxygenase ALOX12 (Homo sapiens), P18054 | Potency, µM (doses to about 108 µM), inactives show top-dose activity change, negative = inhibition, most hits filed as inhibitors | hit rate 1.1% among 580,000 | purified 12hLO, xylenol orange hydroperoxide absorbance; also: % is scaled to controls: 0 for no effect and ±100 for the full control effect
#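 Hydroperoxide product was detected by ferrous iron/xylenol orange as the 573 to 405 nm absorbance ratio. Arachidonic acid at 40 uM (final) was turned over for 30 min at room temperature by 150 nM human 12hLO, pH 7.0 Hepes buffer, after 15 min compound preincubation.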
# GLS inh – qHTS for Inhibitors of Glutaminase (GLS). hit rate 0.21% among 410,000. Glutaminase kidney isoform, mitochondrial (Homo sapiens), O94925. GLS enzymatic activity, qHTS titration. Potency, µM (doses to about 45.5 µM), without a hit: at the highest dose activity change, negative = inhibition, hits mostly inhibitors. AID 624170, 2012; also: % is scaled to controls: 0 for no effect and ±100 for the full control effect
# Target sequence (O94925 whole entry, looked up, canonical isoform): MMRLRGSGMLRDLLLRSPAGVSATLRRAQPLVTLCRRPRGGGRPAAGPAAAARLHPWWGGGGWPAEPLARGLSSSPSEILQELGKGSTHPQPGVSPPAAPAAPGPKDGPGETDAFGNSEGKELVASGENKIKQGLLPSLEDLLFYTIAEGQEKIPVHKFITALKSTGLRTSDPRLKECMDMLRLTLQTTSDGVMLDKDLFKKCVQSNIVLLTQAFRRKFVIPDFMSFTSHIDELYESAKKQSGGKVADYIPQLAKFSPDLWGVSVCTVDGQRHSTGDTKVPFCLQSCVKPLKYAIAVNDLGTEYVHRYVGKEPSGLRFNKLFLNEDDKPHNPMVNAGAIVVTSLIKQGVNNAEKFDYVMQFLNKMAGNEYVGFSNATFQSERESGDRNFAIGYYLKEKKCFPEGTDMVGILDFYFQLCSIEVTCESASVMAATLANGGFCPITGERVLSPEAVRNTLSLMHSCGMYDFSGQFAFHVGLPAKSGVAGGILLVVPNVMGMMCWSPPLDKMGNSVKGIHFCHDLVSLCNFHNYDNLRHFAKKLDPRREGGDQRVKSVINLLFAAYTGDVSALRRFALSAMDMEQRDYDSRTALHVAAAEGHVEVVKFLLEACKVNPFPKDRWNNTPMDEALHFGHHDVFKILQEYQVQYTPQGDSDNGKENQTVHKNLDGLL
#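 hKGA in 45 mM KH2PO4 pH 8.2, 0.02% Tween-20 with pin-transferred compounds; 1 mM L-glutamine (stock) plus glutamate oxidase/HRP/Amplex Red coupling added. Fluorescence read initially and after 30 min at RT.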
# JMJD2A Tudor inh – qHTS Assay for Inhibitors of JMJD2A-Tudor Domain; AlphaScreen JMJD2A-Tudor / H3K4me3 peptide binding; Potency, µM (doses to about 114 µM), inactives show at the top dose activity change, negative = inhibition, actives largely listed as inhibitors; hit rate 4.4% among 390,000; AID 504339, 2011; also: % is scaled to controls: 0 for no effect and ±100 for the full control effect; nearly all actives have a fitted effect of over 50% in size
# Pin1 inhibitor – qHTS Assay to Find Inhibitors of Pin1; AID 504891, 2011; hit rate 0.009% among 390,000; Pin1 FP peptide displacement, HiFluor488, 10 min; Peptidyl-prolyl cis-trans isomerase NIMA-interacting 1 (Homo sapiens), Q13526; Potency, µM (top dose mostly 115 µM), inactives show at the top dose activity, negative = inhibition, hits mostly inhibitors; active = well fitted inhibition curve with a large enough effect in the polarisation, with a control signal flat, not every such curve was filed as active; inconclusive = small, poorly fitted or top-dose-only effect, or effect the other way, or a change in a side signal; inactive = no such curve, though single readings can be large or run the other way; the % refers to the polarisation; also: % is scaled to controls: 0 for no effect and ±100 for the full control effect
# RGS4 inh – Inhibitors of Regulator of G Protein Signaling (RGS) 4: qHTS; Transcreener GDP fluorescence polarization, RGS4-accelerated GTP hydrolysis; Potency, µM (top dose mostly 114 µM), inactives show at the top dose activity change, negative = inhibition, most hits filed as inhibitors; Regulator of G-protein signaling 4 (Homo sapiens), P49798; hit rate 0.039% among 390,000; also: % is scaled to controls: 0 for no effect and ±100 for the full control effect; nearly all actives have a fitted effect of over 75% in size; some results filed as inactive show a strong effect at the top dose
#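 MLSMR compounds (23 nl, pin-transferred) preincubated 10 min at room temperature with a 500nM (2x) first reagent, then RGS4 at 900nM (2x) plus Transcreener GDP mix added; fluorescence polarization (620/688 nm) read before and after 90 min at 30 °C.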
# ERG-DNA inh – qHTS for Small Molecule Inhibitors of the ERG Ets/DNA interaction; hit rate 0.028% among 370,000; fluorescence polarization, His-ERG Ets domain / labelled DNA; AID 624246, 2012; Potency, µM (highest dose often 76.9 µM), for inactives: at the highest dose FP activity, negative = inhibition, hits mostly inhibitors; active = well fitted inhibition curve with a large enough effect in the polarisation, with a control signal flat; inconclusive = small, poorly fitted or top-dose-only effect, or effect the other way, or a change in a side signal; inactive = no such curve, though single readings can be large or run the other way; the % refers to the polarisation;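 also: polarization taken with two DNA probes labelled with fluorescein and Texas red; % of control where 0% means no effect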
#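 His-tagged ERG Ets domain (1 uM in the protein solution; 300mM KCl, 50mM Tris-HCl, 1mM EDTA, 1mM DTT, pH 7.5) received compound, then a probe mix of 5 nM fluorescein-DNA and 100nM Texas-615-DNA. Fluorescence polarization was read for both dyes.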
# rTrxR1 inhibitor – qHTS Assay for Inhibitors of Mammalian Selenoprotein Thioredoxin Reductase 1 (TrxR1): qHTS; hit rate 1% among 390,000; recombinant rTrxR1, NADPH fluorescence consumption, selenite substrate; Potency, µM (top dose mostly 114 µM), for the others: top-dose activity change, negative = inhibition, hits mostly inhibitors; also: % is scaled to controls: 0 for no effect and ±100 for the full control effect; nearly all actives have a fitted effect of over 65% in size
#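 Rat TrxR1 (90 nM in the dispensed reagent) was pre-reduced with 400 uM NADPH for 5 min at room temperature, then incubated with compound for 15 min. After 400 uM selenite was added, NADPH fluorescence (Ex 340/Em 450 nm) was followed for 8 min.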
# HP1b chromo inh – HTS for Inhibitors of HP1-beta Chromodomain Interactions with Methylated Histone Tails. Potency, µM (highest dose often 114 µM), inactives show at the top dose activity change, negative = inhibition, hits mostly inhibitors. hit rate 0.56% among 390,000. Chromobox protein homolog 1 (Homo sapiens), P83916. AID 540317, 2011. AlphaScreen HP1-beta / biotin-H3K9me3 peptide binding; also: nearly all actives have a fitted effect of over 70% in size; inactives centre near 23
#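 Compound inhibition of the preformed complex between 50 nM HP1-beta and 50 nM biotinylated H3K9me3 peptide was read by AlphaScreen. Buffer was PBS pH 7.4 with 0.01% Tween-20. Incubations ran 30 min at room temperature, with 10 ug/mL donor/acceptor beads.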
# Tb PGK inh – qHTS Assay to Find Inhibitors of Phosphoglycerate Kinase; Potency, µM (titrated, usually from 57.5 µM), for inactives: at the highest dose activity change, negative = inhibition, hits mostly inhibitors; Phosphoglycerate kinase, glycosomal (Trypanosoma brucei brucei), P07378; PGK/GAPDH coupled, Kinase-Glo luminescence, 60 min; hit rate 0.043% among 380,000; AID 602233, 2012; also: % is scaled to controls: 0 for no effect and ±100 for the full control effect; nearly all actives have a fitted effect of over 60% in size
# Target sequence (P07378 whole entry, looked up): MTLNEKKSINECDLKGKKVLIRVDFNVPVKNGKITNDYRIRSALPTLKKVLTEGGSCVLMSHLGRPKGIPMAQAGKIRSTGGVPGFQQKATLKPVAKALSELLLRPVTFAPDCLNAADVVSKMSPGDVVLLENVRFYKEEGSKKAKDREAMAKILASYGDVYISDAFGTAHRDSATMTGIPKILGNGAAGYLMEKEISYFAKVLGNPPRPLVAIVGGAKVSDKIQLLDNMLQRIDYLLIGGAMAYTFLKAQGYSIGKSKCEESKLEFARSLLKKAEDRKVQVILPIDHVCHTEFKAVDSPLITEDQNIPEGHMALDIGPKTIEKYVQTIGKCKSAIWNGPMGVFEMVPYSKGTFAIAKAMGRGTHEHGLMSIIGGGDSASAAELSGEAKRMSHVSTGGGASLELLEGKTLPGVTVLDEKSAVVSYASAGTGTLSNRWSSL
#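 Recombinant glycosomal PGK reaction used 1,3-bisphosphoglycerate generated in-well by GAPDH (100nM final) in 100mM TEA pH 7.6, 5mM MgCl2, 0.01% Tween-20. After 60 minutes at room temperature, ATP was read by Kinase-Glo Plus luminescence end-point.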
# * = called active by the depositor; i = inactive; ? = inconclusive; · = no result given; [ ] = dose if it differs, or a comment. Unless noted, calls follow the shape of the dose curve; as a rule, active = well fitted curve in the direction sought with a large enough effect; inconclusive = small, poorly fitted or top-dose-only effect, or another doubt; inactive = no such curve, though single readings can be large; an effect the other way counts as inactive or inconclusive. Potency is read from the fitted curve at half-maximal effect.
SMILES | ALOX12 inh | GLS inh | JMJD2A Tudor inh | Pin1 inhibitor | RGS4 inh | ERG-DNA inh | rTrxR1 inhibitor | HP1b chromo inh | Tb PGK inh
CCc1ccc(OC(=O)c2cccnc2)cc1 | 0% | 5% | 8% | -1% | 22% | -10% | 13% | 48%[activator] | ·
CC(C)(C)C1CCC2(CC1)NC(=S)N(c1ccccc1)N2 (stereo unspecified) | -12% | -4% | -9% | 3% | ? | -1% | -2% | 46%[activator] | 8%
O=C1CCCN1C(=O)COc1cc(F)ccc1[N+](=O)[O-] | -2% | -6% | 0% | 1% | 5% | 1% | 12% | 37% | i
CC(C)NC(=O)c1ccc2c(c1)N(CC(=O)NC1CCCCC1)C(=O)C(C)(C)O2 | -11% | -15% | 8% | -1% | 11% | -11% | 15%[57.1 µM] | 31% | -10%
Cc1nn(C)cc1/C=N\NC(=O)c1csc2c1CCCC2 | 9% | 4% | 3% | -3% | -2% | 14% | 7% | 22% | -5%
CC1=C(C(=O)Nc2cc(C(=O)N3CCN(c4cccc(C)c4)C(C)C3)ccc2C)SCCO1 (stereo unspecified) | 0% | 1% | ? | -1% | 9%[11.4 µM] | 9% | 10% | -7% | i
CN(C)C(CNC(=O)C1CCN(S(=O)(=O)c2cc(Cl)ccc2Cl)CC1)Cc1ccccc1 (stereo unspecified) | 206%[activator] | 9% | -24% | -3% | 33% | -2% | 21% | 10% | i
CCN(CC)S(=O)(=O)c1ccc2c(c1)nc(CCC(=O)OCc1c(C)noc1C)n2C | 0% | 0% | 2% | 4% | 15% | 16% | -1%[57.1 µM] | 46%[activator] | -5%
CCCCn1c(N)c(-c2nc3ccccc3o2)c2c([N+](=O)[O-])nn(CC)c(=O)c21 | -13% | -5% | -28% | 9% | -28% | 4% | 10%[57.1 µM] | 27% | -1%
CC1CC(C)CN(CCCNC(=O)Cn2cccc2C(=O)c2ccccc2)C1 (stereo unspecified) | -13% | 1% | 10% | 2% | ? | -11% | 30% | 37% | i
Cc1cc(N2CCOCC2)nc2ccc(NC(=O)CCC(=O)N3CCN(c4cccc(C(F)(F)F)c4)CC3)cc12 | -18% | 0% | -12% | -2% | 21% | -2% | 12% | 6% | -1%
CCOCc1c(C(=O)OCC(=O)NCc2ccc(F)cc2)oc2ccccc12 | 386%[activator] | -1% | -6% | 7% | -20% | · | 2% | 29% | 8%
CC12CCC(C(=O)Nc3cccnc3)(CC1=O)C2(C)C (stereo unspecified) | -21% | -14% | 9% | 9% | -24% | 1% | ? | 41% | -10%
CCOC(=O)C1(Cc2ccccc2)CCCN(Cc2cccc(C(C)=O)c2)C1 (stereo unspecified) | -1% | -3% | 13% | -2% | 2% | 9% | -7% | 62%[activator] | 3%
Cc1ccc(/C(N)=N/OC(=O)N2c3ccccc3Sc3ccccc32)cc1 | ? | 9% | ? | 1% | -8% | 2% | 6% | -19% | -6%
CCCC#Cc1ccc2c(c1)COc1c3ccccc3nn1-2 | 2% | 0% | 8% | 4% | 3% | 2% | -4% | 69%[activator] | i
COc1ccc(NC(=O)COc2ccc(-c3ccccc3)cc2)cc1 | 0% | -5% | -13% | 5% | 3% | 14% | 13% | 26% | -10%
COc1ccc(C(=O)NCC(=O)N2CCCC(C)C2)cc1OC (stereo unspecified) | 0% | -12% | -10% | 0% | 23% | 2% | -5%[57.1 µM] | 16% | 1%
COc1ccc(/C=C/C(=O)NC(=S)NNC(=O)c2ccco2)cc1OC | -1% | 13% | -12% | 11% | -26%[56.9 µM] | 4% | 0%[57.1 µM] | 59%[activator] | -1%
O=C(c1cnc(N2CCN(c3ncccn3)CC2)c2ccccc12)N1CCN(c2ncccn2)CC1 | 9% | -3% | -15% | -1% | -8% | -9% | 8%[57.1 µM] | 21% | i
COc1ccc(C(=O)NC2CCN(C(=O)NC3CCCCC3)CC2)cc1 | 31%[activator] | 8% | -4% | -11% | -3% | 10% | 11%[57.1 µM] | 56%[activator] | 7%
Cn1c(N)c(C(=O)COC(=O)c2ccc3c(c2)OCCO3)c(=O)n(C)c1=O | 0% | 4% | -1% | -10% | 34% | 1% | -2%[57.1 µM] | 40%[activator] | 0%
Cc1cc(C)cc(NC(=O)CCn2ccnc2C)c1 | 327%[activator] | 4% | -19% | 0% | -24% | -4% | 3%[57.1 µM] | 3% | 3%
CC(=O)c1ccc(C2CC34CNS(=O)(=O)C3CC2O4)cc1 (stereo unspecified) | · | · | 79µM* | 0% | 1% | · | 28µM* | -23% | ·

# Later entries:
Molecule | ALOX12 inh | GLS inh | JMJD2A Tudor inh | Pin1 inhibitor | RGS4 inh | ERG-DNA inh | rTrxR1 inhibitor | HP1b chromo inh | Tb PGK inh
CC(=O)Nc1ccc(-c2nnc(SCC(=O)NCc3ccco3)n2C)cc1 | -19% | 5% | ? | 0% | 8% | -3% | 5%[57.1 µM] | 37% | 3%
COc1ccccc1NC(NC(=O)c1cccnc1)C(Cl)(Cl)Cl (stereo unspecified) | -6% | 12% | -14% | 1% | -24% | 5% | -14% | 34% | i
CCOc1ccc(NC(=O)c2oc3ccccc3c2NC(=O)c2cc(C)cc(C)c2)cc1 | -23% | 5% | 0% | -2% | 8% | 1% | 19% | 71%[activator] | -4%
O=C(c1cc(F)c(F)cc1Cl)N1CCN(CCc2ccccc2)CC1 | -21% | -3% | -10% | -4% | -3% | -1% | 21% | 16% | -5%
CC1CCCC(C)N1C(=O)COc1ccc(F)cc1 (stereo unspecified) | -31% | 0% | -11% | -6% | 12% | -7% | 11% | 4% | -8%
Cc1cc(C(=O)CSc2nc3ccccc3o2)c(C)n1CC1CCCO1 (stereo unspecified) | i | 10% | -14% | 0% | -5% | 1% | -7% | 6% | -6%
Cc1ccc(/C=C(\C#N)C(=O)NC(C)C)o1 | 0% | 6% | -6% | -2% | 12% | 3% | -8% | 17% | 1%
CCOC(=O)CSc1nnc(CNC(=O)c2cccs2)n1CCc1ccccc1 | 3% | -5% | -9% | 2% | 1% | 2% | -3% | 19% | 8%
CCOC(=O)CSc1nnc(NC(=O)c2cccc(S(=O)(=O)N3CCCCC3)c2)s1 | 4% | 0% | -8% | 31%[activator] | -8% | · | 22% | 66%[activator] | 4%[11.5 µM]
CCCCNC(=S)N/N=C/c1cc(C)ccc1C | 50µM* | 15% | -10% | ? | 21% | -9% | -14% | 9% | i
COc1ccc(CNC(=O)c2cnc3sc(N4CCC(C)CC4)nn3c2=O)c(OC)c1 | -17% | 2% | -7% | -3% | -11% | -3% | 13%[57.1 µM] | 9% | i
Cc1ccc(Sc2c([N+](=O)[O-])c(C)nn2C)cc1 | ? | 7% | 2% | 1% | 21% | 1% | 20%[57.1 µM] | 16% | 1%
OC(CNCC1COc2ccccc2O1)COCc1cccs1 (stereo unspecified) | ? | 12% | 1.6µM* | 2% | -17% | -6% | -10% | -51% | i
C=Cc1ccc(CSc2nc(-c3ccc(C)cc3)nc3c2Cc2c(CO)cnc(C)c2O3)cc1 | ? | -8% | -15% | 7% | 0% | 1% | 12% | -3% | -1%
COc1ccc(CNCc2c(O)c(Cl)cc3c(C)c(C)c(=O)oc23)c(OC)c1 | 8% | -18% | 8% | 0% | -1% | -1% | 79%[activator][57.1 µM] | 15% | 6%
CCCCN(C(=O)CC1CCCC1)c1c(N)n(CC(C)C)c(=O)[nH]c1=O | -3% | 6% | -12% | 4% | -1% | 9% | 30% | 18% | -5%
CCOc1cc(C(=O)NC)cc(Br)c1OC | -18% | -9% | -9% | -7% | -38% | 0% | -35% | 28% | i
C=CCNC(=O)CN(Cc1ccccc1)S(=O)(=O)c1ccccc1 | ? | 6% | -8% | -1% | 7% | -5% | 18% | 27% | 1%

# Some of the entries above in a different format.
SMILES: C=Cc1ccc(CSc2nc(-c3ccc(C)cc3)nc3c2Cc2c(CO)cnc(C)c2O3)cc1
  ALOX12 inh: ? | GLS inh: -8% | JMJD2A Tudor inh: -15% | Pin1 inhibitor: 7% | RGS4 inh: 0% | ERG-DNA inh: 1% | rTrxR1 inhibitor: 12% | HP1b chromo inh: -3% | Tb PGK inh: -1%
SMILES: COc1ccc(CNCc2c(O)c(Cl)cc3c(C)c(C)c(=O)oc23)c(OC)c1
  ALOX12 inh: 8% | GLS inh: -18% | JMJD2A Tudor inh: 8% | Pin1 inhibitor: 0% | RGS4 inh: -1% | ERG-DNA inh: -1% | rTrxR1 inhibitor: 79%[activator][57.1 µM] | HP1b chromo inh: 15% | Tb PGK inh: 6%

# Source: PubChem BioAssay

# Only part of the results is shown (hit frequency here may not be typical).
